Assay outcomes as filed in PubChem BioAssay.
TSG101-PTAP inh = blocks PTAP/TSG101 interaction to inhibit HIV-1 budding | Q99816 | Fluorescence polarization, FITC-PTAP peptide / Tsg101 binding | Potency, µM (top dose mostly 115 µM), inactives show at the highest dose activity change, negative = inhibition, hits mostly inhibitors | 340,000 tested, under 10 active; active = well fitted inhibition curve with a large enough effect in the main read-out, with a control signal flat, not every such curve was filed as active; inconclusive = small, poorly fitted or top-dose-only effect, or effect the other way, or a change in a side signal; inactive = no such curve, though single readings can be large or run the other way; also: potency is read from the fitted curve at half-maximal effect; % of control where 0% means no effect
Target sequence (Q99816 whole entry, looked up): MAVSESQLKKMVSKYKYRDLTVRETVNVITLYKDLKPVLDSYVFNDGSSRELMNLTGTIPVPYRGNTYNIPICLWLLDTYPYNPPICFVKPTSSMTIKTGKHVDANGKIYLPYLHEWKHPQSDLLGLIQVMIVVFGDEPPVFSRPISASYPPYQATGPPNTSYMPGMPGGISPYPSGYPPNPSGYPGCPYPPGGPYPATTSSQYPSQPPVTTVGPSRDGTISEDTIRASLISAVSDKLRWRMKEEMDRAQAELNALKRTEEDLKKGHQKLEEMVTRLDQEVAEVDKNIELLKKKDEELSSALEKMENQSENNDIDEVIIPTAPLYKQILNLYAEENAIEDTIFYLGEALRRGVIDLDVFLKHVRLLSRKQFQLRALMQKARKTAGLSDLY
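Tsg101 binding domain (10 uM final) was mixed with compound and a FITC-labeled PTAP peptide (50 nM final) in HEPES pH 7.5 buffer with NaCl, Tween 20, EDTA and TCEP; fluorescence polarization was read after 20 min at r.t.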
p53 reactivation = restores transcriptional activity of mutant p53; H1299 p53-A138V BP100-luciferase reporter, luminescence, 24 h; Potency, µM (doses to about 92.2 µM), for inactives: top-dose activity change, positive = activation, usual class: activators; actives 0.063% (n = 320,000); also: potency is read from the fitted curve at half-maximal effect; % of control where 0% means no effect; nearly all actives have a fitted effect of over 45% in size
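p53-null H1299 cells stably carrying temperature-sensitive p53-A138V and a BP100-luciferase reporter were pinned with compounds (4-point, 1:5 series) and held 24 hrs at 37 deg C. Luminescence was read 10 min after detection reagent.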
BRCA1 expr act = increases BRCA1 expression; actives 1.1% (n = 380,000); MCF7-BRCA1-FFLuc reporter, luminescence, 48 h; response scale: scaled: vehicle 0%, 10 µM genistein 100%; Potency, µM (doses to about 46.1 µM), for inactives: at the highest dose activation, hits mostly activators; also: potency is read from the fitted curve at half-maximal effect; nearly all actives have a fitted effect of over 80% in size; some results filed as inactive show a strong effect at the top dose
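Compounds are tested at multiple concentrations on MCF7 BRCA1-luciferase reporter cells seeded at 2000 per well; after 48 h, a single luminescence end-point is taken and curves fitted to the normalized data.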
uPA generation = inhibitors of cell surface uPA generation. actives 0.31% (n = 330,000). AID 540303. Potency, µM (doses to about 38.3 µM), inactives show at the top dose activity change, negative = inhibition, most hits filed as inhibitors. cell surface uPA generation assay, qHTS; active = well fitted inhibition curve with a large enough effect; inconclusive = small, poorly fitted or top-dose-only effect; inactive = no such curve, though single readings can be large or run the other way; tested in mouse RAW 264.7 cells; also: potency is read from the fitted curve at half-maximal effect; % is scaled to controls: 0 for no effect and ±100 for the full control effect; nearly all actives have a fitted effect of over 55% in size
ASM inhibitor = blocks human secretory acid sphingomyelinase; P17405; placental ASM, HMU-PC fluorogenic substrate, 60 min; Potency, µM (top dose mostly 57.5 µM), inactives show at the top dose activity change, negative = inhibition, usual class: inhibitors; actives 0.006% (n = 340,000); AID 504937; also: potency is read from the fitted curve at half-maximal effect
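qHTS format. ASM enzyme prepared from human placenta hydrolyses the fluorogenic substrate HMU-PC0 (9 uM final) over 60 min at 37 °C after a 10 min compound preincubation.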
B2AR arrestin = beta2AR (human) beta-arrestin recruitment activity. P07550. Potency, µM (titrated, usually from 46.1 µM), for the others: top-dose activation, usual class: activators. AID 492947. beta-arrestin recruitment to beta2AR, cell-based reporter. actives 0.02% (n = 330,000);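 also: potency is read from the fitted curve at half-maximal effect; 0% = DMSO controls and full agonism = EC100 isoproterenol or metaproterenol; nearly all actives have a fitted effect of over 65% in size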
Target sequence (P07550 whole entry, looked up): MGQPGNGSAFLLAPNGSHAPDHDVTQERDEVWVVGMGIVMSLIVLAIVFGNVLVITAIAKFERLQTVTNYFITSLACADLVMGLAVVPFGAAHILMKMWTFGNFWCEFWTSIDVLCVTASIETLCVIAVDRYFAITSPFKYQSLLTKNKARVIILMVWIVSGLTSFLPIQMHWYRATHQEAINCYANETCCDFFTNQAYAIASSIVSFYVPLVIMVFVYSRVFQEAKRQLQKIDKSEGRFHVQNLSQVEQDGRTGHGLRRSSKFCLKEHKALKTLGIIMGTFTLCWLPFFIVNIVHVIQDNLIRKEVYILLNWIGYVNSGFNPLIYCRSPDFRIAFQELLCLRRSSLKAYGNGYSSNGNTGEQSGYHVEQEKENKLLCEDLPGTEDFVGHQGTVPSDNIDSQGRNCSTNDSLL
TRPV1 agonist = human TRPV1 agonism | AID 540275 | actives 0.19% (n = 320,000) | Q8NER1 | activation, % at 8.33 µM | TRPV1-expressing cells, Fluo-8 calcium influx, agonist mode; in the data active = activation above about 80%; inconclusive = between about 30% and that limit; also: 0% is about no effect
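Cells expressing TRPV1 were dye-loaded with Fluo-8 and read kinetically: 10 s baseline, 3 min after compound (agonist portion), then 2 min after EC20 capsaicin (allosteric enhancer portion). Calcium-bound dye fluorescence at 480/520 nm.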
a7 integrin act = activators of alpha7 integrin expression for muscular dystrophy; alpha7betagal myoblasts, beta-gal FDG fluorescence, 48 h; Potency, µM (highest dose often 38.3 µM), for the others: top-dose activation, usual class: activators; actives 0.064% (n = 350,000); AID 624291;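 also: potency is read from the fitted curve at half-maximal effect; 100% = response of the positive control SU9516; nearly all actives have a fitted effect of over 60% in size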
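Alpha7betagal+/- myoblasts (passage 13) were plated 16-24 hr, then exposed to compounds (1:260 dilution of DMSO stock) for 48 hours at 37C. After MPER lysis, β-galactosidase reporter activity was read as FDG fluorescence (ex 480/em 540) after 30 minutes.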
ELG1 genotox = inducers of genotoxicity in HEK293T ELG1-luciferase cells; AID 504466; actives 1.3% (n = 330,000); Potency, µM (top dose mostly 46 µM), for the others: at the top dose activity change, positive = activation, most hits filed as activators; HEK293T ELG1-luciferase reporter, luminescence, 16 h; also: potency is read from the fitted curve at half-maximal effect; % of control where 0% means no effect; nearly all actives have a fitted effect of over 60% in size
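Screening used a luciferase reporter fused to human ELG1 in HEK293T cells. Luminescence was read on a CCD plate imager after 16 hr exposure and 30 min ONE-Glo incubation.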
Eya2 inh = blocks the phosphatase activity of human Eya2; O00167; recombinant Eya2, OMFP fluorescence dephosphorylation (OMFP is methylfluorescein phosphate); Potency, µM (titrated, usually from 76.9 µM), without a hit: at the highest dose activity, negative = inhibition, actives largely listed as inhibitors; actives 0.006% (n = 330,000); AID 488837; also: potency is read from the fitted curve at half-maximal effect; % is scaled to controls: 0 for no effect and ±100 for the full control effect
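Eya2 (0.2 uM) preincubated 10 min at ambient with compound, then OMFP substrate added at 50 uM; 10 min reaction in 50 mM HEPES pH 7.5, 50 mM NaCl, 5 uM MgCl2, 0.05% BSA, 1 mM DTT. Fluorescence read at Ex 485/Em 525 nm.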
USP2a inh = blocks human ubiquitin-specific protease USP2a; AID 463254; USP2 core, Ub-CHOP2 coupled fluorogenic reporter, 485/531; Potency, µM (titrated, usually from 38.3 µM), without a hit: top-dose activity change, negative = inhibition, most hits filed as inhibitors; actives 0.01% (n = 330,000);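 also: potency is read from the fitted curve at half-maximal effect; plate controls were DMSO wells for no effect and full inhibition by NEM control for full effect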
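Cell-free coupled assay: 10nM USP2 core preincubated 30min RT with compound in Tris-HCl pH 8.0/CaCl2/CHAPS buffer, then 25nM Ub-CHOP2 and 25nM reporter substrate; fluorescence (Ex 485/Em 531) read after 60min RT, normalized to NEM inhibition, concentration-response curves fitted.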
Starred values were filed as active, the others as inactive; ? = inconclusive; · = no result given. Unless noted, calls follow the shape of the dose curve; as a rule, active = well fitted curve in the direction sought with a large enough effect; inconclusive = small, poorly fitted or top-dose-only effect, or another doubt; inactive = no such curve, though single readings can be large; an effect the other way counts as inactive or inconclusive.

SMILES | TSG101-PTAP inh | p53 reactivation | BRCA1 expr act | uPA generation | ASM inhibitor | B2AR arrestin | TRPV1 agonist | a7 integrin act | ELG1 genotox | Eya2 inh | USP2a inh
CC(OC(=O)c1ccc2c(c1)OCCO2)C(=O)c1ccccc1 (stereo unspecified) | 1% | ? | ? | -4% | -4% | -1.5% | 10 | 7% | ? | -39% | 1%
O=C(c1ccccc1S(=O)(=O)NCc1ccccc1)N1CCCC1 | 0% | 2% | -8% | -13% | -1% | -0.3% | -3 | -14% | 7% | 2% | 0%
Cc1ccc(N(C(=O)c2sc(C)nc2C)C(C(=O)NC(C)(C)C)c2ccncc2)cc1 (stereo unspecified) | -4% | 2% | 2% | 2% | 7% | 0.3% | 0 | 6% | -2% | -4% | 1%
COC(=O)C1=C(C)NC(=O)NC1c1ccc(OCC(=O)N2CCCCC2)cc1 (stereo unspecified) | 0% | -1% | -25% | -2% | 3% | 6.5% | · | 1% | 0% | 15% | 2%
COc1cc2ccccc2nn1 | -6% | -2% | -14% | -1% | · | -0.3% | 1 | 12% | -3% | 2% | 1%
Cc1ccc(C)c(N=Cc2ccc(-c3ccc([N+](=O)[O-])cc3)o2)c1 | -1% | -11% | -10% | 6% | -10% | 0.1% | 3 | -9% | -6% | -18% | -1%
CCn1c(=O)cc(SCC(=O)Nc2cccc(SC)c2)c2ccccc21 | -5% | -3% | -4% | 12% | -24% | 2.9% | -1 | 13% | 1% | 24% | 7%
CN(C)c1ccc(CN(C(=O)c2ccccc2Br)C2CCS(=O)(=O)C2)cc1 (stereo unspecified) | -2% | 10% | -8% | 10% | -2% | -0.4% | 2 | -7% | 5% | -8% | 2%
COc1ccccc1NC(=O)Nc1nc(CC(=O)NCc2cccnc2)cs1 | -3% | -2% | -19% | -3% | · | -0.3% | -5 | 0% | 0% | -11% | -2%
O=S(=O)(Nc1ccc(O)c(CN2CCCCC2)c1)c1ccccc1 | -6% | 4% | 0% | 6% | 3% | -1.0% | -4 | 10% | -2% | -6% | 2%
O=C(CSc1nncs1)NCc1ccc(F)cc1 | -2% | 1% | -1% | -1% | -3% | -0.2% | -1 | -8% | 1% | 8% | 2%
CC(=O)c1ccc(NC(=O)CCC(=O)N2CC(C)Oc3ccc(C)cc32)cc1 (stereo unspecified) | -3% | 27% | 5% | -5% | -1% | -1.3% | ? | -26% | -2% | -4% | 1%

Structures above containing an aryl thioether with sulfur outside any ring (two):
SMILES | TSG101-PTAP inh | p53 reactivation | BRCA1 expr act | uPA generation | ASM inhibitor | B2AR arrestin | TRPV1 agonist | a7 integrin act | ELG1 genotox | Eya2 inh | USP2a inh
CCn1c(=O)cc(SCC(=O)Nc2cccc(SC)c2)c2ccccc21 | -5% | -3% | -4% | 12% | -24% | 2.9% | -1 | 13% | 1% | 24% | 7%
O=C(CSc1nncs1)NCc1ccc(F)cc1 | -2% | 1% | -1% | -1% | -3% | -0.2% | -1 | -8% | 1% | 8% | 2%

(more compounds)
SMILES | TSG101-PTAP inh | p53 reactivation | BRCA1 expr act | uPA generation | ASM inhibitor | B2AR arrestin | TRPV1 agonist | a7 integrin act | ELG1 genotox | Eya2 inh | USP2a inh
COc1ccc(OCc2nnc(SCC(=O)c3c(N)n(C)c(=O)n(C)c3=O)n2-c2ccccc2F)cc1 | · | 9% | · | · | · | 2.6% | 3 | · | -5% | -3% | 0%
CC12COC3(C(=O)Nc4ccc(Cl)cn4)CC1CCC32C (stereo unspecified) | -1% | -2% | 0% | 1% | 0% | 3.1% | 5 | -9% | -4% | -22% | 0%
COc1ccc(-n2nnnc2/C=C/Nc2cc(C(F)(F)F)ccc2OC)cc1 | 2% | 8% | -15% | 12% | 18% | 0.5% | 2 | 9% | 1% | 3% | -1%
CC(C)CCSc1cc(NCCO)c([N+](=O)[O-])c2nonc12 | -1% | 0% | -34% | -3% | -7% | 0.2% | 8 | 9% | -6% | -17% | 4%
Cn1cc(/C=C/C(=O)N2CCCC(C(=O)c3cccc(C(F)(F)F)c3)C2)cn1 (stereo unspecified) | -3% | -2% | -17% | -1% | -1% | -0.1% | 6 | 4% | 0% | -14% | 0%
CCCN(CC(=O)Nc1ccc(F)c(F)c1F)C(=O)c1ccc2c(=O)n3c(nc2c1)CCC3 | -2% | -8% | 8% | 2% | 1% | 0.0% | 3 | 14% | -7% | 5% | 1%
COc1ccc(/C=C/C(=O)OCC(=O)Nc2ccc(C)cc2)cc1S(=O)(=O)N1CCOCC1 | -2% | 16% | -2% | 13% | -1% | 0.0% | -1 | 3% | 1% | 1% | 1%
Cn1cc(CC(=O)N2CCN(c3ccccc3F)CC2)c2ccccc21 | -6% | 1% | -4% | 3% | 4% | -0.8% | 1 | -3% | -1% | 5% | -2%
O=C(Nc1cccc(Cl)c1N1CCOCC1)c1cccnc1 | -10% | 2% | -3% | -1% | 4% | -1.1% | 2 | -30% | -6% | -3% | -3%
COc1cc(CNn2c(C)n[nH]c2=S)cc(Cl)c1OCc1ccc(F)cc1 | -5% | -3% | -3% | -7% | -5% | -0.1% | 0 | -3% | -10% | -20% | -6%
O=C(NCCOc1ccccc1)C1CCC(=O)N(Cc2ccc(Cl)cc2)C1 (stereo unspecified) | 2% | -20% | -11% | 9% | 2% | -1.4% | 10 | -32% | 1% | 6% | 0%
CCOc1ccc(NC(=O)CN(C)C(=O)c2cccnc2Sc2ccc(C)cc2C)cc1OCC | -3% | · | -1% | 1% | -2% | · | · | -28% | · | · | ·

Quoted at random: 3 records from the list
SMILES | TSG101-PTAP inh | p53 reactivation | BRCA1 expr act | uPA generation | ASM inhibitor | B2AR arrestin | TRPV1 agonist | a7 integrin act | ELG1 genotox | Eya2 inh | USP2a inh
Cn1cc(/C=C/C(=O)N2CCCC(C(=O)c3cccc(C(F)(F)F)c3)C2)cn1 (stereo unspecified) | -3% | -2% | -17% | -1% | -1% | -0.1% | 6 | 4% | 0% | -14% | 0%
CC12COC3(C(=O)Nc4ccc(Cl)cn4)CC1CCC32C (stereo unspecified) | -1% | -2% | 0% | 1% | 0% | 3.1% | 5 | -9% | -4% | -22% | 0%
O=C(NCCOc1ccccc1)C1CCC(=O)N(Cc2ccc(Cl)cc2)C1 (stereo unspecified) | 2% | -20% | -11% | 9% | 2% | -1.4% | 10 | -32% | 1% | 6% | 0%

(more compounds)
SMILES | TSG101-PTAP inh | p53 reactivation | BRCA1 expr act | uPA generation | ASM inhibitor | B2AR arrestin | TRPV1 agonist | a7 integrin act | ELG1 genotox | Eya2 inh | USP2a inh
CCCCCCNC(=O)CC(NS(=O)(=O)c1ccc(OC)cc1)C(C)C (stereo unspecified) | 0% | -6% | -12% | 4% | 4% | 0.2% | 2 | -3% | -1% | -2% | 1%
COc1ccc(-c2ccc(OC)c([C@H]3[C@H]4C=CC[C@@H](C)[C@@H]4C(=O)N3Cc3ccccc3)c2)cc1C | · | 8% | 6% | 18% | -12% | -0.9% | 27 | -30% | 4% | -5% | 9%
CN1CCc2c(sc3nc(SCC(=O)N4CCCCC4)n(-c4ccccc4)c(=O)c23)C1 | 3% | 1% | -21% | 2% | 12% | -0.2% | -1 | -24% | 0% | 4% | 0%
CC(CCc1ccccc1)NC(=O)c1ccc(F)cc1 (stereo unspecified) | 0% | -3% | 20% | 0% | -1% | -0.1% | ? | -8% | 4% | 5% | -2%
COCc1nnc(NC(=O)C2CC(=O)N(C3CCCCC3)C2)s1 (stereo unspecified) | -4% | 20% | -2% | ? | -2% | 0.3% | -5 | 19% | 2% | -10% | -1%
Cc1ccc(NC(=O)CN2C(=O)S/C(=C/c3ccc(O)c([N+](=O)[O-])c3)C2=O)cc1C | -16% | -5% | -6% | -1% | -16% | -0.4% | 0 | -7% | 0% | 0% | 1%
O=C(N/N=C/c1ccc(N2CCOCC2)o1)c1cccc([N+](=O)[O-])c1 | -7% | -9% | 9% | 1% | -6% | -3.3% | -3 | 33% | 3% | 0% | 1%
O=C(Nc1nnc(Cc2ccccc2)s1)c1cccnc1 | -1% | 10% | 30% | 1% | -1% | 0.2% | 0 | 1% | 3% | -2% | -2%
CC(=O)c1ccc(N2CCN(C(=O)COc3ccccc3F)CC2)c(F)c1 | 4% | -7% | -17% | 1% | 2% | 0.2% | 25 | -25% | 1% | -6% | 4%
CCOC(=O)CSc1nc2ccccc2c(=O)n1-c1ccc(C(=O)NCCOC)cc1 | -4% | -1% | -3% | · | -2% | 0.2% | -1 | -27% | 5% | -16% | 0%
CCOC(=O)C/C(C)=N\Nc1ccc([N+](=O)[O-])cc1[N+](=O)[O-] | -3% | 1% | -24% | -5% | -6% | 0.2% | -3 | 2% | -15% | 0% | 1%
